ROMK mod = modulates human ROMK potassium channel activity; Tet-inducible ROMK, thallium flux fluorescence; actives lie on both sides; B-score at 10 µM; 130,000 compounds, 2% hits; AID 1918;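 active = signal ratio slope over the read window, or its plate-corrected B-score, at least 3 SD from the plate mean, either direction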;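 also: B-score of the F/F0 ratio slope over 7 to 12 s after thallium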
Target sequence (P48048 whole entry, looked up): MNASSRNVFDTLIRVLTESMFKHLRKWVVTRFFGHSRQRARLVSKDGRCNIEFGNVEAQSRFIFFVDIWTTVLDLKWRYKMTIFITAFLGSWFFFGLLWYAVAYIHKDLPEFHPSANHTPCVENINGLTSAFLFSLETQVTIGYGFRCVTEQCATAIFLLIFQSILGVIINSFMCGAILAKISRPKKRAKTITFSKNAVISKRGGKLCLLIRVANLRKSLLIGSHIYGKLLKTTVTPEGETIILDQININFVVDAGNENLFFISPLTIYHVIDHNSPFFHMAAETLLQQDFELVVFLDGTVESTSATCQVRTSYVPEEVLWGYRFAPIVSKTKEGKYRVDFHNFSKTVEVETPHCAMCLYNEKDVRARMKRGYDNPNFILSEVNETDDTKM
RAM inhibit = yeast RAM network inhibition; S. cerevisiae dse1pr::URA3 reporter, 5-FOA growth OD615, 2 d; analog-sensitive cbk1-as2 kinase mutant strain; inhibition, % at 50 µM; 190,000 compounds, 1.8% hits; AID 868;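 active = inhibition above a set limit, 3 SD over mean compound inhibition, cut at about 8.4% in these data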;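 also: 0% = DMSO-only wells with no growth and 100% = 10 µM 1-NA-PP1 full growth; inhibition rescues growth on 5-FOA so higher OD means more RAM inhibition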
S1P3 antagonist = blocks the human S1P3 receptor. Q99500. CHO S1P3 NFAT-BLA reporter, FRET fluorescence, antagonist mode. inhibition, % at 4.98 µM. 170,000 compounds, 0.27% hits;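 active = inhibition above the plate cutoff, the mean inhibition of test wells on that plate plus 3 SD, cut at about 28% in these data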;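 also: cells challenged with S1P at its EC80 of 0.8 µM; blue over green emission ratio from cleaved BLA substrate after 4 h stimulation; 0% = S1P-stimulated wells and 100% = unstimulated DMSO-only wells; some compounds past the cut are filed as inactive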
bIAP inh = blocks bovine intestinal alkaline phosphatase activity; purified bovine IAP, CDP-star luminescence, 30 min; inhibition, % at 20 µM; 190,000 tested, under 10 active; AID 1019;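 active = over 50% inhibition of intestinal alkaline phosphatase at 20 µM in the single-dose screen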
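Assay system – bovine IAP enzyme · Quantity – bovine IAP at 1/65,000,000 final dilution · Detection – CDP-star luminescence signal · Times – 30 min reaction at room temperature · Also added – CDP-star substrate at 30 µM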
TR-FRET SRC-2 ct = counter-screen for PPARgamma SRC-2 recruitment agonists: TR-FRET artefact; hits give high values; 200,000 compounds, 0.4% hits; TR-FRET ratio at 8 µM; in the data active = TR-FRET ratio above about 2000; also: inactives centre near 1500; reference of the scale not given here
PPARg SRC1 recr = agonists of human PPARgamma SRC-1 coactivator recruitment. activation, % at 8 µM. PPARgamma-SRC-1 coactivator recruitment biochemical assay. 200,000 compounds, 0.41% hits; in the data active = activation above about 19%;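 also: 0% = DMSO and 100% = reference agonist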
Target sequence (P37231 whole entry, looked up): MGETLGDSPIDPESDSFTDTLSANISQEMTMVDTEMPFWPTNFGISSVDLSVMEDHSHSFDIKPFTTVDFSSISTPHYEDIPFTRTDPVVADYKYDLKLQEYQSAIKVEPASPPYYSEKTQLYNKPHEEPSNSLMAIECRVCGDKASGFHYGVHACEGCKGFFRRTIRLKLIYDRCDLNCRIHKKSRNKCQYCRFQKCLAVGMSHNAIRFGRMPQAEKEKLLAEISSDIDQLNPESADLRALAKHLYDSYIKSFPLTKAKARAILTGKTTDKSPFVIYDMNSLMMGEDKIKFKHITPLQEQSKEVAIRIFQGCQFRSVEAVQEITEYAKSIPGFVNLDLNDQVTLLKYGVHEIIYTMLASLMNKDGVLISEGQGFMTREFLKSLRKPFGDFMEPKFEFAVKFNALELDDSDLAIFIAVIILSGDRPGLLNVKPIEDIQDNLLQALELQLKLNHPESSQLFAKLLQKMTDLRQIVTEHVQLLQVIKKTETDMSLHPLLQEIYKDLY
PPARg SRC-3 ag = agonists of human PPARgamma SRC-3 coactivator recruitment. activation, % at 8 µM. AID 731. biochemical PPARgamma/SRC-3 coactivator recruitment assay. 200,000 compounds, 0.26% hits. P37231; in the data active = activation above about 23%;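 also: 0% = DMSO and 100% = reference agonist; some compounds past the cut are filed as inactive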
PPARg SRC-2 ag = PPARgamma-driven SRC-2 recruitment agonism; P37231; PPARgamma LBD-SRC-2 recruitment, biochemical; activation, % at 8 µM; 200,000 compounds, 0.34% hits; in the data active = activation above about 22%;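 also: 0% = vehicle and 100% = reference agonist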
HMGR II inh = E. faecalis class II HMG-CoA reductase inhibition; purified E. faecalis HMGR, NADPH absorbance 340 nm kinetic; inhibition, % at 10 µM; 190,000 compounds, 0.41% hits;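 active = inhibition above a set limit, the median over all tested compounds plus 3 SD, cut at about 9.5% in these data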;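 also: enzyme runs in reverse so mevalonate oxidation gives rising NADPH absorbance; 0% = complete reaction with DMSO and 100% = background rate lacking mevalonate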
Redox H2O2 prof = compounds producing H2O2 with reducing agent – biochemical, NIH compound library profiling, artefact control for MLSCN library redox annotation, primary screen; DTT-dependent redox cycling H2O2, phenol red/HRP absorbance; 100% = 100 µM peroxide control, 0% = buffer; 200,000 compounds, 0.03% hits; activation, % at 10 µM; AID 878;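 active = activation of at least 50% relative to the plate's high and low controls in the primary single-dose screen; inactive = activation below 50%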;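 also: compound incubated with DTT at 0.8 mM final as the reducing agent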
Lmaj promast = reduces viability of Leishmania major promastigotes. inhibition, % at 10 µM. resazurin fluorescence viability. AID 1063. 200,000 compounds, 9% hits; in the data active = inhibition above about 50%;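 also: promastigotes grown with compound for 44 hours at 28 °C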
Numbers without * were called inactive; . = no result given; & = joins results of further samples.

SMILES	ROMK mod	RAM inhibit	S1P3 antagonist	bIAP inh	TR-FRET SRC-2 ct	PPARg SRC1 recr	PPARg SRC-3 ag	PPARg SRC-2 ag	HMGR II inh	Redox H2O2 prof	Lmaj promast
COc1ccc(CNc2nc(C)c([N+](=O)[O-])c(C)c2C#N)cc1	.	7.1	-6.1	3.5	1960	3.7	6.3	8.9	-1.3	0.7	-3.9
CCc1nn2c(N)c(/C=C3\C=Nc4ccccc43)c(=O)nc2s1	.	3.1	19.5&-18.8	-33.2	1481	2.2	-0.1	5.4	2.5	-0.5	13.0
COCCNC(=O)CS(=O)Cc1nc(-c2ccc(Cl)cc2)oc1C (stereo not drawn)	.	3.9	-15.4	1.3	1534	3.7	3.9	-6.3	-2.2	5.8	-5.2
Cc1cccc2sc(NNC(=O)c3ccc(S(=O)(=O)N4CCc5ccccc5C4)cc3)nc12	0.851	3.9	3.4	10.5	1330	-4.4	-3.6	-10.4	-3.2	1.4	99.2*
CCn1ncc(/C=N/NC(=O)c2cc(Cl)ccc2OC)c1C	-0.0166	0.7	-19.1	3.3	1484	2.2	-2.4	5.0	3.2	-0.8	-0.4
COc1ccc(C2C(C#N)=C(N)OC3=C2C(=O)CC(C)(C)C3)cc1Cn1cc([N+](=O)[O-])cn1 (stereo not drawn)	.	0.8	0.6	18.8	1605	0.9	5.2	15.3	-4.4	-0.1	7.2
O=S(=O)(c1ccccc1)n1ccc2ccccc21	-0.474	1.8	-2.0	33.8	1706	7.3	9.2	12.7	-1.2	0.3	16.1
Cc1ccc(-n2c(C)cc(C(=O)COC(=O)c3ccc[nH]c3=O)c2C)cc1C	-0.124	0.8	-10.2	1.9	1471	4.0	4.3	-2.5	0.8	-0.4	0.7
CCOC(=O)COc1ccc(S(=O)(=O)NCCC2=CCCCC2)cc1	.	3.6	-15.7	6.8	1645	2.5	0.8	8.5	-5.3	2.0	6.0
N#Cc1ccc(CNc2cnccn2)cc1	.	1.9	.	3.0	1521	8.5	-5.1	12.1	-1.9	1.0	-5.5
O=C1NN=C(c2ccc(Br)cc2)CC1c1ccc(Cl)cc1 (stereo not drawn)	-1.49	-0.1	-5.4	0.7	1568	-1.0	6.4	9.4	-2.0	-1.3	6.5
Cc1nc2c3cc(F)ccc3n(Cc3ccccc3F)c2s1	-0.000646	4.7	1.5	34.4	1410	1.7	0.5	-6.1	-1.1	-0.4	-3.2
Cc1cc(NC(=O)CCCN2C(=O)/C(=C\c3cccs3)SC2=S)no1	.	4.2	-2.9	8.1	1669	-7.3	1.8	-1.9	-6.5	2.2	-7.8
Cc1nn(CC(=O)c2ccccc2)c(=O)c2nn(-c3ccccc3F)c(C)c12	1.16	0.4	-11.6	-0.1	1405	0.8	4.8	11.2	-2.5	-0.6	2.8
N#CCCn1cc(C(=O)N2CCCCC2)c(-c2cccc([N+](=O)[O-])c2)n1	-0.938	-0.8	16.4	-2.9	1547	-6.4	2.4	4.3	-3.3	-1.2	-8.3
O=C(NCc1ccco1)C(Cc1ccccc1)NS(=O)(=O)c1cccc2nsnc12 (stereo not drawn)	0.298	-0.7	-20.1	-0.6	1648	2.7	-6.7	3.8	-1.7	-0.2	17.9
Cc1sc2nc(SCC(=O)Nc3ccc(S(=O)(=O)NCCCC(=O)O)cc3)[nH]c(=O)c2c1C	0.228	3.0	-15.6	-21.5	1586	7.9	10.0	4.8	-0.2	-1.3	-6.0
COC(=O)C(C)N1C(=O)S/C(=C/c2cc(C)n(-c3ccccn3)c2C)C1=O (stereo not drawn)	-1.13	1.8	.	1.7	1624	4.1	7.9	5.7	-4.2	0.2	-1.7
O=C(COC(=O)CNC(=O)c1sc2ccccc2c1Cl)Nc1cc(Cl)cc(Cl)c1	0.0929	0.9	13.3	34.0	1672	2.4	2.5	9.0	-1.8	-2.3	-6.5
Cc1nn(S(=O)(=O)N2CCOCC2)c(C)c1Br	0.263	2.6	0.1	3.4	1615	8.9	1.1	7.2	-5.1	0.3	-0.7
CC1CCC(C(=O)NC(C(=O)NCCN2CCC(C)CC2)C(C)C)CC1 (stereo not drawn)	.	1.6	2.2	-21.1	1807	7.5	3.4	6.7	-0.8	1.9	-2.3
O=C(C1CCCO1)N1CCc2ccccc21 (stereo not drawn)	.	1.8	-8.2	13.1	1621	5.3	6.1	2.2	-7.4	0.7	-14.0
COc1ccc(CC(=O)Nc2nc(-c3ccncc3)cs2)cc1	0.327	2.4	13.7	-14.2	1493	-0.6	-2.0	1.9	-0.3	-0.2	29.3
CCOC(=O)N1CCN(C(=O)CN(Cc2ccccc2)S(=O)(=O)c2ccc(OC)c(C)c2)CC1	.	-0.1	22.3	-2.1	1455	-2.5	7.7	4.6	-1.5	0.2	19.8
Cc1cc(C)n2nc(SCC#N)nc2n1	.	0.0	-18.4	8.3	1686	4.6	18.0	-0.1	-2.9	-0.9	-3.4
COc1cccc(CNC(=O)c2ccc(S(=O)(=O)N3CCCC3)cc2)c1	-0.445	1.4	.	-3.3	1593	1.8	2.8	12.9	-1.3	-0.1	1.1
COc1ccc(CCNC(=O)Cn2c(=O)n(-c3cc(F)ccc3F)c(=O)c3sccc32)cc1OC	-0.551	5.9	-7.0	1.8	1560	9.4	0.9	5.4	-1.4	0.2	-5.3
CCCn1nnc(NC(=O)c2ccc(OC)cc2)n1	-0.108	1.7	.	13.5	1602	-1.6	11.5	3.1	-0.5	0.2	1.7
CCCCCCC(=O)NC(Nc1ccc(S(N)(=O)=O)cc1)C(Cl)(Cl)Cl (stereo not drawn)	0.0151	0.2	.	39.9	1557	3.2	7.3	6.7	0.7	-0.1	-2.1
CC1CC2(CC(C)(C(=O)CSc3n[nH]c(-c4ccccc4Cl)n3)OC2=O)C(=O)O1 (stereo not drawn)	0.877	2.5	-21.6	20.1	1591	-1.4	-2.3	10.5	-2.9	2.2	-10.4
Cc1ccccc1N(CC(=O)N1CCN(c2ccccc2)CC1)S(C)(=O)=O	.	3.3	.	0.0	1455	2.9	-2.4	7.1	0.1	2.9	-3.9
COc1ccc(C(=O)NCC(=O)N/N=C/c2cccc(OC(=O)c3ccco3)c2)cc1OC	-0.0257	2.2	-7.1	6.0	1676	3.9	4.9	10.3	0.1	0.3	-1.2
CO/N=C/c1cn(-c2ccc(Cl)cc2)nn1	0.00496	2.5	-12.8	-11.9	1485	6.6	-3.4	11.7	-8.0	-1.0	-1.8
CC(C)OC(=O)CC12CN(C)CC(CC(=O)OC(C)C)(CN(C)C1)C2=O	.	1.4	.	-2.3	1593	-1.7	3.9	6.9	-4.2	1.8	-3.6
COc1cc(C=O)c(Br)cc1OCC(=O)NCc1ccccc1	0.541	3.4	-3.5	4.6	1530	5.3	3.3	2.3	-4.4	-1.3	4.2
O=C(/C=C/c1ccco1)N/C(=C\c1ccco1)C(=O)NCCc1nc2ccccc2[nH]1	0.666	1.9	-52.2	-13.8	1643	5.3	9.0	1.2	0.2	-0.2	-5.8
COc1cc(/C=N/N=C2/C(=O)Nc3ccccc32)ccc1O	.	0.6	-5.0	11.2	1628	7.2	5.3	13.9	-5.7	0.6	40.1
CN(C)c1ccc(C=C2C(=O)OC(C)(C(C)(C)C)OC2=O)cc1 (stereo not drawn)	0.442	1.3	.	-1.6	1599	12.3	-2.0	9.5	0.1	-3.4	3.1
CC(=O)Nc1cc2c(cc1NC(=O)Cn1nc(-c3ccccc3F)ccc1=O)OCCO2	.	2.3	-12.8	5.7	1422	-3.8	6.6	7.7	-0.8	1.8	-1.8
Cc1ccc(NC(=S)N/N=C/c2c(Cl)cccc2Cl)c(C)c1	0.277	0.9	5.9	7.1	1395	1.1	3.0	3.7	-5.0	0.1	0.1
COc1ccc(-c2nn(CC(=O)N3CCCCC3)c(=O)c3ccccc23)cc1	.	3.4	.	-0.1	1633	4.3	-3.7	4.3	-5.9	0.3	-1.6
CC(=O)Nc1ccc(-c2nn[nH]n2)cc1Cl	.	1.4	-7.6	8.2	1403	8.8	9.8	4.1	-0.4	-3.1	-4.5
CC(=O)Nc1ccc(NC(=O)COC(=O)c2c(C)nn(-c3ccccc3)c2C)cc1	.	1.5	-3.1	2.6	1489	9.3	4.8	1.4	-3.8	0.5	66.6*
COc1cc(OC)c(NC(=O)CCNS(=O)(=O)c2ccc3c(c2)oc(=O)n3C)cc1Cl	0.0093	1.8	-11.3	-9.1	1618	-1.8	2.1	-1.8	-0.4	0.2	-5.7
O=C(O)c1cccc(N2C(=O)c3ccc(Oc4ccc(Cl)cc4)cc3C2=O)c1	0.527	4.1	5.6	9.3	1603	5.5	5.1	10.1	-2.2	-1.0	-6.7
CCOC(=O)C1(CCCCCCOc2ccc(Cl)cc2)CO1 (stereo not drawn)	.	.	-2.7	-12.2	1541	-1.1	0.7	4.5	3.3	.	.
Cc1ccccc1N1C(=O)c2ccccc2C1Nc1cccnc1 (stereo not drawn)	.	2.1	-9.4	7.9	1630	5.2	7.0	-0.5	-1.7	-1.5	11.9
COc1ccc(/C(C#N)=C/c2c(-c3ccc(Cl)cc3)nc3c(C)cccn23)cc1	.	3.1	.	5.4	1618	-0.6	13.2	1.1	-10.1	-1.0	37.3
Cc1cc(/C=C2/NC(=O)NC2=O)c(C)n1-c1cccnc1	0.0128	0.4	-1.9	8.9	1736	4.1	-0.1	0.5	0.8	0.4	60.6*
CC(C)Cn1nc(NC(=O)C2CCCO2)c2cc3ccccc3nc21 (stereo not drawn)	.	-1.3	-15.1	-19.5	1552	4.1	9.1	-0.9	-0.3	-0.1	62.8*
COc1ccc2oc3cc(C)[n+]([O-])c(-c4ccc(Cl)cc4)c3c2c1	-0.0187	1.3	-16.9	.	1674	11.3	2.2	5.9	-0.8	-0.6	14.0
Cc1cccc(-n2[nH]c3c4c(ccc3c2=O)C(=O)c2ccccc2C4=O)c1	.	7.7	-10.3	-1.5	1729	2.9	0.7	3.8	-3.0	1.1	-0.6
Cc1nn(C)c(C)c1S(=O)(=O)N(CC(=O)Nc1nccs1)c1ccc(C(C)C)cc1	.	1.4	-20.1	21.2	1568	3.7	2.9	-2.8	-6.0	-1.2	-1.0

Complete entries as entered above. Screens in order: ROMK mod	RAM inhibit	S1P3 antagonist	bIAP inh	TR-FRET SRC-2 ct	PPARg SRC1 recr	PPARg SRC-3 ag	PPARg SRC-2 ag	HMGR II inh	Redox H2O2 prof	Lmaj promast
COc1ccc2oc3cc(C)[n+]([O-])c(-c4ccc(Cl)cc4)c3c2c1 as listed: -0.0187	1.3	-16.9	.	1674	11.3	2.2	5.9	-0.8	-0.6	14.0
Cc1cc(/C=C2/NC(=O)NC2=O)c(C)n1-c1cccnc1 as listed: 0.0128	0.4	-1.9	8.9	1736	4.1	-0.1	0.5	0.8	0.4	60.6*
